NCF1 inh: blocks human p47phox regulatory protein of NADPH oxidases; p47phox/p22phox peptide binding, fluorescence polarization, 2 h; 0.53% of 220,000 active; inhibition, % at 24.7 µM; P14598;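 active = inhibition above about 30%, limit read from the data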;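 also: 0% = p47phox with labelled peptide and 100% = labelled peptide alone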
Target sequence (P14598 whole entry, looked up): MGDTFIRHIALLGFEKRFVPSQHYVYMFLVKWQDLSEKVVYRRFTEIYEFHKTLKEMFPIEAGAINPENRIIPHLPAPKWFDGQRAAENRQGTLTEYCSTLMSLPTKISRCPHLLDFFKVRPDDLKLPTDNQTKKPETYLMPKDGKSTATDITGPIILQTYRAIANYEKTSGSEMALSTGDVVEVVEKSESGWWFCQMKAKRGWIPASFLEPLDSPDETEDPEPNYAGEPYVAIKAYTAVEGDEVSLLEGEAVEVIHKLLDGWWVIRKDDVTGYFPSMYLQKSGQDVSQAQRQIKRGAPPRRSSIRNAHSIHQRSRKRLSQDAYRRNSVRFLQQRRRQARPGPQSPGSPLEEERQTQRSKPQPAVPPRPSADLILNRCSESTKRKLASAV
L929 necroptosis: blocks zVAD induced death of L929 cells; L929 zVAD necroptosis rescue, ATP luminescence, 24 h; with zVAD 60 µM; viability rescue, % at 10 µM; 0.38% of 220,000 active; AID 1377;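 active = activation, scaled between plate controls, above about 75%, limit read from the data; inactive = activation under that limit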;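 also: 0% = zVAD with DMSO and 100% = DMSO alone without zVAD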
Runt-CBFb FRET: Runt domain-CBFb interaction inhibition; Q01196+Q13951; AID 1496; 0.46% of 220,000 active; Cerulean-Runt/Venus-CBFb FRET ratio 530/480, 1 h; inhibition, % at 20 µM;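 active = inhibition over about 50% at 20 µM in the single-dose screen, limit read from the data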;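 also: 0% = DMSO wells and 100% = excess unlabeled CBFb competitor control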
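test system = Cerulean-tagged RUNX1 Runt domain (FRET donor) fusion protein | reagent = Venus-CBFb binding partner, 100 nM | incubation = protein complex preformed 1 h, compound exposure 1 h, room temperature, dark | detection = FRET fluorescence | read-out basis = loss of energy transfer signal | controls = 5 µM unlabeled CBFb as full-inhibition high control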
14-3-3 Bad PPI: disrupts binding of bovine 14-3-3 zeta to phospho-Bad peptide; P63103; TR-FRET 14-3-3zeta/Dy647-pBad peptide displacement, 1 h; inhibition, % at 21.7 µM; 0.71% of 220,000 active; AID 781;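 active = inhibition above about 70%, limit read from the data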;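 also: 0% = full 14-3-3 plus peptide FRET controls and 100% = background without 14-3-3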
Target sequence (P63103 whole entry, looked up): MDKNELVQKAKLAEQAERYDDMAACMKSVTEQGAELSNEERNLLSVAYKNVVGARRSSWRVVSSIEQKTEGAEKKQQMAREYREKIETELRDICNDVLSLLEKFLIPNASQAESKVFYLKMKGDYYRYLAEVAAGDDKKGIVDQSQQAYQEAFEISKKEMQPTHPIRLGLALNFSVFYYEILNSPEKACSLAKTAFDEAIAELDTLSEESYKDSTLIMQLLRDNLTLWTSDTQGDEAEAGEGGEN
Tb hexokinase: T. brucei hexokinase 1 inhibition | recombinant TbHK1, G6PDH-coupled NADH A340 | 0.11% of 220,000 active | inhibition, % at 10 µM;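 active = inhibition of 50% or more in the single-dose primary screen; inactive = inhibition below 50%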
Mdm2 ligase inh: blocks human Mdm2 ubiquitin ligase activity; Q00987; cell-based MDM2 ubiquitination luciferase reporter, 2 h; 0 = plate control, 100 = twice control, blank-subtracted; AID 1230; signal enhancement, % at 5 µM; 0.11% of 210,000 active;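 active = signal enhancement of 30% or more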;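 also: luminescence tracks abundance of the self-degrading MDM2-luciferase fusion protein; higher signal means inhibition of MDM2 E3 ligase activity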
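System: stable MDM2–luciferase fusion reporter cells / Input: 2000 cells seeded into each well / Schedule: 4 h settle plus 2 h compound, 37 °C / Compound: single-point 5 µM / Buffer or medium: cells held in DMEM / Benchmarks: control and blank well means / Evaluation: percent signal gain over controls, blank-subtracted / Measured by: luciferase luminescence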
EBV gp42 inh: blocks Epstein-Barr virus glycoprotein 42 binding; Fluorescence polarization binding assay, mP read-out; inhibition, % (tested at 21.74 µM); 0.42% of 220,000 active; AID 1085; in the data active = inhibition above about 50%
Target sequence (Q1HVG2 whole entry, looked up): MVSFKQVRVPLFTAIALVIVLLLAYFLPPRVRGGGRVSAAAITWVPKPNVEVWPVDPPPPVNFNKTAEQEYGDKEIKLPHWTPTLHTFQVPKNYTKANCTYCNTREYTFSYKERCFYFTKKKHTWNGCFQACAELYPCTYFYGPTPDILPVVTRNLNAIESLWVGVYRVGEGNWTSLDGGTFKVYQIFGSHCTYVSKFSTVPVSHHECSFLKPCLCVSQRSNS
Runt-SMMHC FRET: blocks binding of human RUNX1 Runt domain to CBFb-SMMHC; Q01196+Q13951; Cerulean-Runt/Venus-CBFb-SMMHC FRET ratio 530/480, 1 h; inhibition, % at 20 µM; 0.74% of 220,000 active;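 active = mean inhibition across duplicate retests at 20 µM reaching about 50%, limit read from the data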;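 also: 0% = DMSO wells and 100% = wells with excess untagged CBFb-SMMHC; inhibitors lower the FRET ratio by blocking Runt binding to CBFb-SMMHC; some results filed as inactive read as strong as hits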
Hck-Nef inh: inhibitors of human Hck kinase activated by Nef. Recombinant Hck-YEEI plus Nef, Z-Lyte FRET kinase assay. AID 463187. inhibition, % at 20 µM. P08631. 0.68% of 220,000 active;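 active = Hck-Nef kinase inhibition above about 50%, limit read from the data; inactive = inhibition below that limit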;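 also: 0% = DMSO with Hck plus Nef and 100% = Hck alone without Nef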
Numbers without * were called inactive; · = not tested or not shown; [ ] = another dose, or the depositor's remark.

SMILES	NCF1 inh	L929 necroptosis	Runt-CBFb FRET	14-3-3 Bad PPI	Tb hexokinase	Mdm2 ligase inh	EBV gp42 inh	Runt-SMMHC FRET	Hck-Nef inh
Cc1cc(C(=O)CN2C(=O)NC3(CCCCC3)C2=O)c(C)n1-c1ccc2c(c1)OCO2	-10	0.4	8	2	0	-8	-3	4	1
O=C(c1oc(=O)c2ccccc2c1-c1ccccc1)N1CCOCC1	-146	0.9	-2	12[fluorescence artefact?]	-5	-9	2	-2	3
O=C(Cc1ccccc1)Nc1ccccc1Sc1ccccc1	-7	0.4	-2	-14[fluorescence artefact?]	12	5	22	-8	3
COc1cccc(C2/C(=C(/O)c3ccc(C)cc3)C(=O)C(=O)N2Cc2ccco2)c1 (configuration not stated)	-4	1.2	6	7	-14	-6	5	3	0
CN(C1=NS(=O)(=O)c2ccccc21)c1ccc(OC(=O)c2ccncc2)cc1	4	0.2	0	-6	-6	-15	-19	-2	21
CCCC(C(=O)Nc1nccs1)c1ccccc1 (configuration not stated)	-9	0.3	-2	-11	-3	-20	-10	1	1
O=[N+]([O-])c1c(NCCCO)cc(SCc2ccco2)c2nonc12	-5	-0.4	33	9	-4	0	-6	37	33
COc1ccc(C(=O)NCc2nnc(SCC(=O)N3CCCCC3)o2)cc1OC	-18	0.4	0	-19	-5	-8	-10	-1	1
COc1ccc(OCc2nnc(SCC(=O)N(C)Cc3ccccc3)n2N)cc1	-4	2.5	22	3	-2	-6	-18	2	13
COC(=O)CCC(=O)OC1(C)C(=O)C=C2C=C(C3CC3)N(Cc3ccco3)C=C2C1=O (configuration not stated)	1	-0.9	34	-6	-27	4	26	25	10
O=C(Cn1ccc2ccccc2c1=O)NCCC(=O)N1CCN(C2CCCCC2)CC1	-5	-0.2	1	3	-3	-3	-9	-2	-1
CC1(C)c2ccccc2N2CC(=O)N(CC(N)=O)C21C (configuration not stated)	-172	0.1	0	-1	15	-1	2	-1	-2

Whole records, quoted from the list. Values in the order: NCF1 inh | L929 necroptosis | Runt-CBFb FRET | 14-3-3 Bad PPI | Tb hexokinase | Mdm2 ligase inh | EBV gp42 inh | Runt-SMMHC FRET | Hck-Nef inh
O=C(c1oc(=O)c2ccccc2c1-c1ccccc1)N1CCOCC1 in the list: -146 | 0.9 | -2 | 12[fluorescence artefact?] | -5 | -9 | 2 | -2 | 3
O=[N+]([O-])c1c(NCCCO)cc(SCc2ccco2)c2nonc12 in the list: -5 | -0.4 | 33 | 9 | -4 | 0 | -6 | 37 | 33

The results go on.
SMILES	NCF1 inh	L929 necroptosis	Runt-CBFb FRET	14-3-3 Bad PPI	Tb hexokinase	Mdm2 ligase inh	EBV gp42 inh	Runt-SMMHC FRET	Hck-Nef inh
CCN(c1ccccc1)S(=O)(=O)c1cc(C(=O)Nc2cccc(Cl)c2)ccc1F	-33	47	-6	15	16	-6	-6	-5	0
CC(NC(=S)Nc1ccc(S(N)(=O)=O)cc1)c1ccc2c(c1)OCO2 (configuration not stated)	-8	0.2	-1	-14	36	-3	10	6	2
Cc1cc(C)n(C(=O)c2nn(C)c(C)c2[N+](=O)[O-])n1	-3	-0.5	-2	-10	-2	-2	-19	3	15
Cc1cnc(NC(=O)CSc2nnc(C)n2N)s1	-12	0.6	-3	1	-4	8	-5	1	-1
CN(NS(=O)(=O)c1ccc(Cl)cc1)c1cnn(C)c(=O)c1Cl	-17	0.4	0	-18	-21	-12	-18	1	7
CCN(CC)CCN(Cc1cc2cc(C)ccc2[nH]c1=O)C(=S)Nc1ccccc1	-11	-0.5	3	-7	-8	-22	-14	5	21
FC(F)(F)c1nc2ccccc2nc1N/N=C/c1ccc(Cl)cc1	-2	0.6	-1	-5[fluorescence artefact?]	-12	-11	-8	10	4
O=C(NCCCCNC(=O)C1CCCC1)C1CCCC1	-3	0.2	-1	-3	-1	-17	-25	2	1
O=C1CC(C(=O)N(c2ccccc2)C(C(=O)NC2CCCC2)c2ccncc2)CS1 (configuration not stated)	5	-0.2	-1	-10	-7	-5	11	-5	1
O=C1C(C=NCc2ccccn2)=C(O)c2ccccc21	-6	-0.2	0	-1	-39	-3	-9	-3	0
COC(=O)c1ccccc1NC(=O)Nc1ccc2c(c1)OCO2	-2	-0.1	-2	5	-2	2	-9	2	-2
COc1cc(C)c(C(N)=O)c(OC)n1	-4	1.5	2	-4	3	4	-33	-8	-10
Cc1onc(-c2ccccc2Cl)c1C(=O)Nc1ccc(-c2nnc3n2CCCCC3)cc1	-35	-0.1	-2	14[fluorescence artefact?]	-6	-28	-67	0	0
O=C(Nc1ccccc1)C1CCN(C(=O)c2ccccc2)CC1	-6	1.4	-2	0	1	-11	1	0	-2
O=C(Nc1ccccc1Cc1ccccc1)c1ccccc1NS(=O)(=O)c1ccc(Cl)s1	-14	0.6	-5	25	3	-19	11	-7	6
Cc1nnc(SCCCn2c(N3CCCCC3)nc3c2c(=O)[nH]c(=O)n3C)s1	-1	0.1	1	-2	-3	-1	-5	1	1
CCOc1ccc(NC(=O)c2c(OC)cccc2OC)cc1	-15	2.4	·	9	-3	-2	-12	2	-26
CC(C)(C)NC(=O)CSc1nc(O)cc(=O)n1-c1ccccc1	-16	0.0	1	-9	2	-24	-27	-2	0
NC(=O)CC(NC(=O)Cc1ccc(Br)cc1)c1ccc(NCCc2ccc(Cl)cc2)c([N+](=O)[O-])c1 (configuration not stated)	18	-0.6	-8	8	18	20	-45	-11	36
O=C(Oc1coc(CSc2ncccn2)cc1=O)c1ccc(Br)o1	-4	0.0	-1	-1	-6	-8	-20	-2	3
CCCCS(=O)(=O)Nc1ccc2ncn(C)c(=O)c2c1	-5	-0.8	-2	5	-6	-6	1	0	7
Nc1n[nH]c(-c2ccccc2)c1-c1ccccc1	-10	45	-2	4[fluorescence artefact?]	-5	-4	-6	5	0
CCO[C@H]1OC(C(=O)NC2CC2)=C[C@@H](C2CC2)[C@@H]1CCCO	·	0.1	1	0	-10	·	-9	0	7
CC(NC(=O)CSCc1ccc(Br)cc1)c1ccccc1 (configuration not stated)	-4	-0.3	0	1	1	-8	-5	-1	16
CCN(CC)CCNC(=O)CCc1nn(C)c(=O)c2ccccc12	4	0.3	-4	5	46	-4	-19	2	6
CCOC(=O)C(C(=O)OCC)N(C#N)c1nc(C)cc(C)n1	-6	-0.1	1	2	-1	6	-10	-4	1
CCN(CC)S(=O)(=O)c1ccc(Cl)c(C(=O)Oc2cccnc2)c1	-17	-0.1	-1	27	-4	-13	-14	-3	3
Cn1cnnc1SCC(=O)NCCc1ccc(Cl)cc1Cl	-1	-1.6	1	-2	-2	-9	-10	-4	0
Cc1ccc(C)c(N(CC(=O)NC2CCCCC2)C(=O)CCC(=O)Nc2ccccn2)c1	·	-0.7	-2	·	-2	·	·	-4	-2
CCOc1ccc(/C=N/Nc2nncc(-c3ccccc3)n2)cc1OC	-14	46	-3	-17	-9	-11	-11	-8	18
O=C1CC(N2CCN(c3ccc(F)cc3)CC2)C(=O)N1c1ccc2c(c1)OCO2 (configuration not stated)	-4	1.3	1	-6	-1	-3	3	1	1
COc1cccc(CSc2nc3ccccc3cc2C=O)c1	-9	1.5	0	-6	2	-9	1	0	0
C=CCSC1=C(C#N)C(c2ccccc2C)CC(=O)N1 (configuration not stated)	-4	-0.2	2	-3	7	2	-17	0	0
Cc1ccc(C)c(NC(=O)COC(=O)Cc2ccsc2)c1	-1	2.3	0	-5	0	-26	-16	-1	28
CC1CCN(C(=O)CCNC(=O)Cn2cnc3sc4c(c3c2=O)CCCC4)CC1	-6	-0.4	-3	-11	-7	-8	-4	2	0
C/C(=N\NC(=O)c1ccccc1F)c1ccc(C#N)cc1	-5	37	1	-7	-5	-5	-4	-2	19
O=C1CC(c2ccccc2)CC(O)=C1C=Nc1cccc(Cl)c1 (configuration not stated)	-11	-0.6	-1	-29[fluorescence artefact?]	36	1	-9	-4	5
CN(C)CCNC(=O)/C(=C/c1ccc(-c2cccc(Cl)c2)o1)NC(=O)c1ccccc1	-11	27	-3	1[fluorescence artefact?]	-28	-3	-4	1	11
Cc1ccc(Cc2c(C)nc3nc(SCC(=O)NCCCN4CCOCC4)nn3c2C)cc1	-8	0.5	1	-7	4	-3	3	0	19
O=[N+]([O-])c1ccc(Sc2ncccn2)c([N+](=O)[O-])c1	0	0.1	6	-4	-53	-10	-5	2	2
Cc1nnc(SC(C)C(=O)Nc2nccs2)s1 (configuration not stated)	-5	2.8	-1	-7	0	-6	-43	6	19
Cn1c(=N)n(CC(=O)c2ccccc2)c2ccccc21	-2	-1.0	-1	-5	-6	-50	-6	0	20
Cc1ccc(C)c2[nH]c(=O)c(CCNC(=O)CC(C)C)cc12	4	2.7	1	8	-10	-9	-5	1	-3
O=c1cc(Nc2ccc3c(c2)OCCO3)[nH]c(=O)n1Cc1ccc(F)cc1	-8	0.6	-3	-10	1	-11	-4	1	6
COC(=O)CCN(C)CCC(=O)OC	1	0.9	0	46[fluorescence artefact?]	4	-11	-11	2	0
Cc1c(-c2cc(C(=O)O)on2)cnn1C	8	1.2	1	0	0	-10	-10	3	29
O=C(CSc1n[nH]c(=O)[nH]c1=O)c1ccc(Cl)cc1Cl	-2	0.7	-2	4	-9	-14	-13	-3	19
COc1cc(NC(=O)c2nccnc2C(=O)O)cc(OC)c1	5	-0.4	0	1	-12	-13	-1	0	13

Grouped by structure, the compounds so far containing an aryl methoxy group
SMILES	NCF1 inh	L929 necroptosis	Runt-CBFb FRET	14-3-3 Bad PPI	Tb hexokinase	Mdm2 ligase inh	EBV gp42 inh	Runt-SMMHC FRET	Hck-Nef inh
COc1cccc(C2/C(=C(/O)c3ccc(C)cc3)C(=O)C(=O)N2Cc2ccco2)c1 (configuration not stated)	-4	1.2	6	7	-14	-6	5	3	0
COc1ccc(C(=O)NCc2nnc(SCC(=O)N3CCCCC3)o2)cc1OC	-18	0.4	0	-19	-5	-8	-10	-1	1
COc1ccc(OCc2nnc(SCC(=O)N(C)Cc3ccccc3)n2N)cc1	-4	2.5	22	3	-2	-6	-18	2	13
COc1cc(C)c(C(N)=O)c(OC)n1	-4	1.5	2	-4	3	4	-33	-8	-10
CCOc1ccc(NC(=O)c2c(OC)cccc2OC)cc1	-15	2.4	·	9	-3	-2	-12	2	-26
CCOc1ccc(/C=N/Nc2nncc(-c3ccccc3)n2)cc1OC	-14	46	-3	-17	-9	-11	-11	-8	18
COc1cccc(CSc2nc3ccccc3cc2C=O)c1	-9	1.5	0	-6	2	-9	1	0	0
COc1cc(NC(=O)c2nccnc2C(=O)O)cc(OC)c1	5	-0.4	0	1	-12	-13	-1	0	13

Compound activity deposited in PubChem BioAssay by several laboratories.
